High-throughput results as filed in PubChem BioAssay.
DRD3 antagonist: qHTS of D3 Dopamine Receptor Antagonist: qHTS | 360,000 compounds, 2.5% hits | max response, negative = inhibition, % | D3R cells, DiscoveRx beta-arrestin luminescence, antagonist mode; hits give low values | AID 652054, 2013; in the data active = max response below about -50%; inconclusive = no clear call, values can overlap the other calls; note: % is set by controls: 0 for no effect and ±100 for the full control effect; mostly tested at two doses, the higher about 12 µM
Target sequence (P35462 whole entry, looked up): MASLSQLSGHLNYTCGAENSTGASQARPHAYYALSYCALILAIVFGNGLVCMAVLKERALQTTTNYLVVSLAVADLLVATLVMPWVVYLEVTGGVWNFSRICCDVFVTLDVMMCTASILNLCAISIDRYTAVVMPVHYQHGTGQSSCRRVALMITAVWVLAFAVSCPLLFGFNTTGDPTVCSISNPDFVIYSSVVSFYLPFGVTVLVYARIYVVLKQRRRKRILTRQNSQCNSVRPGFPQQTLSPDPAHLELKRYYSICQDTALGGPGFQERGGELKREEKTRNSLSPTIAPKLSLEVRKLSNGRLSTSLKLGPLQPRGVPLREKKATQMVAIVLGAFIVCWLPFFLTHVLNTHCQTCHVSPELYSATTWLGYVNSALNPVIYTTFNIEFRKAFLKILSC
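Cells expressing the human receptor were seeded at 1500 cells/well, incubated overnight at 37 degrees C in 5% CO2, then exposed to library compounds with dopamine controls for 90 minutes at 37 degrees C before luminescent detection.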
Akt phos inh: HTS Assay for Inhibitors of Akt Phophorylation: Primary Screen | 360,000 compounds, 0.32% hits | Neuro2A IGF-stimulated pAkt S473 HTRF, 20 min; hits give low values | activity change, % for hits at 50 µM; in the data active = activity change below about -80%; inconclusive = mostly about -51% to -80%; note: % is set by controls: 0 for no effect and ±100 for the full control effect
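Neuro2A cells (4,500/well, DMEM with 0.5% FBS) were treated with compound at a single 50 µM final concentration, stimulated with 6 nM IGF for 20 min at 37 °C, and lysed. Phospho-Akt Ser473 was read by HTRF as 665/615 ratio ×10^4.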
FUS suppressor: qHTS for Suppressors of FUS Proteinopathy: Primary screen using FUS-linked yeast assay; S. cerevisiae FUS-expressing, growth rescue, OD600, 24 h; AID 1347120, 2019; 390,000 compounds, 0.24% hits; Potency, µM (series often up to 76.6 µM), for the others: top-dose growth rescue (activation), usual class: activators;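 note: potency is the fitted concentration of half-maximal effect; plate controls were DMSO vehicle for no effect and reference control for full effect; nearly all actives have a fitted effect of over 55% in size; some results filed as inactive show a strong effect at the top dose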
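Toxicity suppression screen in FUS-yeast. Cells induced with 2% galactose, starting OD 0.005, treated 24hr at 30C with compounds at multiple final concentrations; growth by OD600.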
TDP43 rescue: qHTS of TDP-43 Inhibitors | TDP-43 expressing yeast growth rescue, BacTiter-Glo, 24 h | Potency, µM (doses to about 46.1 µM), for inactives: at the top dose growth rescue (activation), hits mostly activators | 410,000 compounds, 1.8% hits; note: potency is the fitted concentration of half-maximal effect; % of control where 0% means no effect; nearly all actives have a fitted effect of over 50% in size
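Yeast cells expressing TDP-43 under galactose induction are exposed to compounds for 24 hr at 30 deg C. BacTiter-Glo luminescence measures growth, so protective compounds score as activators.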
Abeta rescue: qHTS for compounds that reverse cellular toxicity of Amyloid beta (A-beta) peptide in yeast: Primary Screen | 410,000 compounds, 0.063% hits | Potency, µM (highest dose often 46.1 µM), for the others: top-dose growth rescue, most hits filed as activators | yeast expressing A-beta42, growth rescue, OD600, 48 h; response scale: 0% DMSO, 100% iron-clioquinol control; note: potency is the fitted concentration of half-maximal effect; nearly all actives have a fitted effect of over 55% in size
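Yeast growth medium received pinned compounds, then yeast cells expressing toxic A-beta were added; plates incubated at 30 C for 48 hr. Growth read as absorbance at 600 nm, normalized to DMSO and equimolar FeCl3 plus clioquinol controls.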
PTHR1 agonist: qHTS for PTHR1 Agonists: Primary Screen; Parathyroid hormone/parathyroid hormone-related peptide receptor (Homo sapiens), Q03431; HEK293 GP2 PTHR1 cells, GloSensor cAMP luminescence, 1 h; Potency, µM (titrated, usually from 115 µM), for the others: at the highest dose activation, usual class: activators; 410,000 compounds, 0.075% hits; note: potency is the fitted concentration of half-maximal effect; nearly all actives have a fitted effect of over 55% in size; some results filed as inactive show a strong effect at the top dose; inactives centre near -15; many of its hits are not listed in these tables
Target sequence (Q03431 whole entry, looked up): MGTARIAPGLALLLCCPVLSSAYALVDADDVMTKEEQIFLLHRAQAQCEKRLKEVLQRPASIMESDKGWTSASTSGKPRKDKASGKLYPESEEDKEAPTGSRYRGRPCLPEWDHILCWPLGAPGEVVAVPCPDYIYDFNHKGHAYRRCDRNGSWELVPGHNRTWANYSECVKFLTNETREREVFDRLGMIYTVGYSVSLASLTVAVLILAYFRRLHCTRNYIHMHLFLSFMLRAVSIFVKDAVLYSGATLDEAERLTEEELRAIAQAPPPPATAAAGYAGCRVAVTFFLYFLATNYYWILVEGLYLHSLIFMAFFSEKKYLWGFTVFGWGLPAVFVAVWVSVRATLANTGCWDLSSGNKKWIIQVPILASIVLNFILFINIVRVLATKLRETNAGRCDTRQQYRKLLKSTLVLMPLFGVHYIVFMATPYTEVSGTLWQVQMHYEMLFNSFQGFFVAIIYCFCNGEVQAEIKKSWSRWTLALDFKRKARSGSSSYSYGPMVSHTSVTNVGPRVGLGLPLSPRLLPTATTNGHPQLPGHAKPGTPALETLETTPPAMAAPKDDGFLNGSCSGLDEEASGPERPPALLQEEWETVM
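HEK-293-derived GP2 cells expressing PTHR1 and a GloSensor cAMP reporter, 3,000/well, plated overnight, given luciferin plus IBMX (each 0.5 mM as added) for 1 h at 37 °C, then compound for 1 h at 37 °C. Luminescence was read after 15 min at room temperature.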
GLP1R inv ag: qHTS of GLP-1 Receptor Inverse Agonists (Inhibition Mode). Glucagon-like peptide 1 receptor (Homo sapiens), P43220. HEK293 GLP-1R CRE-luciferase, luminescence, 24 h; GLP-1R form is constitutively active. Potency, µM (top dose mostly 38.3 µM), for the others: at the highest dose activity change, negative = inhibition, actives largely listed as inhibitors. 410,000 compounds, 1.6% hits. AID 624417, 2012; note: potency is the fitted concentration of half-maximal effect; % is set by controls: 0 for no effect and ±100 for the full control effect; nearly all actives have a fitted effect of over 55% in size
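HEK293 cells stably co-expressing a cAMP-responsive luciferase reporter and constitutively active GLP-1R were seeded, incubated 12 h, then exposed to compounds for 24 h at 37 C. Luminescence was read 12 min after detection reagent; inverse agonists lower signal.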
aSyn yeast inh: qHTS of alpha-syn Inhibitors. AID 652106, 2013. Potency, µM (highest dose often 46.1 µM), for inactives: top-dose growth rescue (activation), actives largely listed as activators. Yeast expressing alpha-synuclein, growth rescue, BacTiter-Glo, 24 h. 370,000 compounds, 0.14% hits; note: potency is the fitted concentration of half-maximal effect; % of control where 0% means no effect; nearly all actives have a fitted effect of over 65% in size
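Screening used galactose-induced yeast with toxic alpha-synuclein levels, exposed to compound for 24 hr at 30 deg C. Cell growth, read with BacTiter-Glo luminescence, gave the measured signal.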
GLP1R ag: qHTS of GLP-1 Receptor Agonists; 380,000 compounds, 0.007% hits; Potency, µM (titrated, usually from 45.6 µM), inactives show top-dose activation, most hits filed as activators; HEK293 GLP-1R CRE-luciferase, luminescence, 4-6 h; cells express a hypersensitive GLP-1R form; note: potency is the fitted concentration of half-maximal effect; % of control where 0% means no effect
* hit, by the source's call; i = inactive; u = inconclusive; x = not tested or not shown; [ ] = remark or other dose. Unless noted, calls come from the whole dose curve; as a rule, active = well fitted curve in the direction sought with a large enough effect; inconclusive = small, poorly fitted or top-dose-only effect, or another doubt; inactive = no such curve, though single readings can be large; an effect the other way counts as inactive or inconclusive.

SMILES	DRD3 antagonist	Akt phos inh	FUS suppressor	TDP43 rescue	Abeta rescue	PTHR1 agonist	GLP1R inv ag	aSyn yeast inh	GLP1R ag
CCN(CCn1cccn1)C(=O)c1cc(COc2cccc3cccnc23)on1	6	i	2%	-2%	8%	-1%	36%[activator]	-4%	8%
O=[N+]([O-])c1cc(C(F)(F)F)ccc1N1CCC(O)CC1	1	i	1%	6%	u	i	-10%	3%	19%
Cc1ccc(N(CCCCN2C(=O)c3ccccc3C2=O)C(=O)c2cccs2)cc1	7	i	9%	5%	-9%	i	2%	5%	7%
COc1ccccc1NC(=O)c1ccc(NC(=O)COC(=O)c2ccc(O)cc2)cc1	57	i	-3%	19%	-3%	-34%[inhibitor]	-14%	5%	-1%
CCC(=O)Nc1ccccc1-c1nnn(CC(=O)N2c3ccccc3CC2C)n1 (configuration not stated)	-17	i	9%	-16%	9%	i	u	-3%	-1%
Cc1cc(C)cc(N2CC(C)Cn3c2nc2c3c(=O)[nH]c(=O)n2C)c1 (configuration not stated)	18	i	-33%	23%	11%	-1%	-17%	5%	4%
NC(Cc1c[nH]c2ccccc12)C(=O)NCc1ccccc1 (configuration not stated)	-22	i	6%	-12%	0%	-6%	-25%	-3%	-5%
CC(=O)N1CCN(C(=O)c2ccc(S(=O)(=O)Nc3ccccc3Cl)cc2)CC1	-2	i	14%	-10%	5%	i	16%	-1%	12%
NNc1nc2c(Cl)ccc(Cl)c2s1	u	i	16%	u	u	i	u	-11%	-5%
CCCNC(=O)c1ccc2c(=O)n3c(-c4ccc(C)cc4)csc3nc2c1	u	i	-25%	21%	-3%	-25%	12%	9%	9%
COc1cccc(-c2cc(C(=O)Nc3ccc(C)cc3)[nH]n2)c1	x	x	-15%	27%	-6%	-21%	12%	x	x
COCC(C)NC(=O)CCSc1nc(-c2ccc(OC)cc2)cc(C(F)(F)F)n1 (configuration not stated)	7	i	u	28%	-16%	i	u	2%	2%
O=C(NC1CCCCC1)c1csnn1	3	i	x	0%	0%	-2%	18%	-11%	0%
O=C(NCc1ccccn1)c1ccc(COc2ccc(Cl)cc2)o1	-16	i	49%	11%	-33%	-25%[57.5 µM]	2%	-8%	11%
C/C(=N\O)C(C)(C)Nc1cccc(F)c1	21	i	-9%	15%	-3%	-1%	7%	-1%	-1%
CCCCOC(=O)c1ccc(S(N)(=O)=O)o1	-6	i	x	2%	-7%	-14%	7%	-3%	2%
CC(NC(=O)C1CCCN1S(=O)(=O)c1ccccc1)c1ccccc1 (configuration not stated)	-18	i	15%	0%	-11%	i	-6%	1%	0%
CCOc1[nH]n(-c2ccccc2)c(=O)c1C=Nc1ccccc1	14	i	-19%	8%	-12%	i	u	5%	8%
Cc1ccc(C(C)C)cc1NC(=O)Nc1ccc([N+](=O)[O-])cc1	0	i	-21%	u	-71%[inhibitor]	-93%[inhibitor]	u	-47%[inhibitor]	-6%
CCOC(=O)c1c(S(=O)(=O)NCC(=O)Nc2ccc(F)cc2F)c(C)n(C)c1C	8	i	-4%	5%	4%	28%	-5%	0%	-3%
Cc1ccc(SCC(=O)Nc2cccnc2)cc1	-28	i	6%	5%	u	i	13%	-3%	-1%
Cc1noc2ncnc(N3CCCC(C(=O)NCCC(C)C)C3)c12 (configuration not stated)	x	x	22%	15%	-12%	-26%	-2%	x	x
Cc1ccc(-c2nnc(NCc3ccccc3)c3ccccc23)cc1	8	i	16%	5%	5%	-30%	-33%	11%	5%
C=COCCNC(=S)N1CCOCCOCCN(C(=S)NCCOC=C)CCOCC1	-15	i	-23%	18%	-22%	14%	-6%	-4%	2%
CCOP(=O)(OCC)c1nc(Cc2ccccc2)oc1NCc1ccccc1	0	i	14%	15%	13%	i	u	-5%	14%
SMILES	DRD3 antagonist	Akt phos inh	FUS suppressor	TDP43 rescue	Abeta rescue	PTHR1 agonist	GLP1R inv ag	aSyn yeast inh	GLP1R ag
O=C(Cn1cc(C(=O)C2CCCCC2)c2ccccc21)NCC1CCCO1 (configuration not stated)	1	i	12%	-12%[9.22 µM]	0%	-8%	u	5%	3%
COc1cc(-c2nnc(SCC(=O)NC3CCS(=O)(=O)C3)o2)cc(OC)c1OC (configuration not stated)	12	i	3%	-1%	-1%	i	12%	-9%	2%
O=C1OC(Oc2ccccc2)(c2ccccc2)c2ccccc21 (configuration not stated)	-1	i	8%	13%	18%	-31%[inhibitor]	0%	5%	1%
Cc1ccc(C(=O)N/N=C/c2nc3ccccc3n2C)cc1	-21	i	-7%	-10%	1%	i	21%	-2%	-5%
COc1ccc(S(=O)(=O)N2CCOC2CNC(=O)C(=O)NCc2ccccn2)cc1OC (configuration not stated)	13	i	-28%	12%	2%	-19%	33%[activator]	1%	-7%
CCOC(=O)c1cccc(NC(=O)CCCn2c(C)c3cnn(-c4ccccc4)c(=O)c3c2C)c1	x	x	28%	5%	-19%	-25%	u	x	x
Cc1cc(C)n(-c2nc3ccccc3n3cnnc23)n1	41	i	19%	-8%	-2%	i	-7%	2%	11%
COc1cc(NC(=S)Nc2ccccn2)cc(OC)c1OC	-5	i	4%	u	29%	i	6%	u	15%
C/C(N)=C(/C#N)C(=O)COC(=O)C1CCN(C(=O)c2ccc(Cl)cc2)CC1	-1	i	11%	-19%	-5%	-13%	-18%	6%	8%
COc1cccc(-c2cc3nc(NCc4ccccc4OC)n(C)c(=O)c3s2)c1	23	i	-16%	22%	2%	-49%[inhibitor]	-9%	0%	4%
O=C(C[n+]1cc(-c2ccc(F)cc2)n2c1CCC2)c1cccs1	-12	i	3%	-22%	2%	-1%	7%	0%	10%
NNC(=O)CSc1nnnn1-c1ccccc1	-12	i	-7%	17%	21%	i	-15%	4%	1%
Cc1cccc(CSc2nc3nc(C)cc(C)n3n2)c1	-5	i	-1%	u	-11%	i	40%[activator]	-1%	7%
COc1ccccc1NC(=O)N1CC(=O)Nc2sc3c(c2C1c1ccccc1)CCCC3 (configuration not stated)	x	x	-12%	21%	-13%	-7%	9%	x	x
COCCN(Cc1cccs1)S(=O)(=O)c1csc(C(N)=O)c1	2	i	-4%	11%	x	i	0%	-7%	4%
Cn1nnnc1SCc1nnc(-c2ccccc2Br)o1	-16	i	11%	0%	21%	i	21%	6%	-1%
COc1ccc(CCNC(=O)CNS(=O)(=O)c2ccc(N(C)C)c([N+](=O)[O-])c2)cc1OC	3	i	5%	5%	2%	i	11%	1%	-3%
O=S(=O)(NCC1CCCN(Cc2ccccc2O)C1)c1cccc2cccnc12 (configuration not stated)	-10	i	x	15%	-3%	i	-20%	-2%	0%
Cc1sc2c(c1C)C(=O)/C(=C\Nc1ccccn1)S(=O)(=O)N2C	4	i	-39%	25%	8%	-15%	12%	4%	0%
O=S1(=O)CCN(Cc2ccccn2)CC1	10	i	-31%[inhibitor]	3%	5%	i	7%	7%	11%
O=c1cc(-c2ccccc2)c2ccc3c(c2o1)CN(Cc1ccccc1)CO3	x	x	-4%	16%	-20%	i	2%	x	x
CN1C(=O)CCC1(O)c1ccccc1 (configuration not stated)	-22	i	13%	-16%	-5%	-28%	-7%	-3%	14%
CC(C)C(c1nnnn1Cc1cccs1)N1CCN(c2ccccc2)CC1 (configuration not stated)	-13	i	12%	-15%	-23%	u	-32%	2%	-8%
O=C(O)c1ccccc1OCc1ccccc1Cl	0	i	-40%	-13%	26%	0%	19%	4%	2%
O=C(/C=C/c1cc([N+](=O)[O-])ccc1OC(F)F)Nc1cccc([N+](=O)[O-])c1	-4	i	-29%	8%	4%	-10%	-3%	-1%	8%

Entries of single compounds, looked up by structure.
C/C(N)=C(/C#N)C(=O)COC(=O)C1CCN(C(=O)c2ccc(Cl)cc2)CC1 is listed as DRD3 antagonist: -1; Akt phos inh: i; FUS suppressor: 11%; TDP43 rescue: -19%; Abeta rescue: -5%; PTHR1 agonist: -13%; GLP1R inv ag: -18%; aSyn yeast inh: 6%; GLP1R ag: 8%
O=c1cc(-c2ccccc2)c2ccc3c(c2o1)CN(Cc1ccccc1)CO3 is listed as DRD3 antagonist: x; Akt phos inh: x; FUS suppressor: -4%; TDP43 rescue: 16%; Abeta rescue: -20%; PTHR1 agonist: i; GLP1R inv ag: 2%; aSyn yeast inh: x; GLP1R ag: x

Other results.
SMILES	DRD3 antagonist	Akt phos inh	FUS suppressor	TDP43 rescue	Abeta rescue	PTHR1 agonist	GLP1R inv ag	aSyn yeast inh	GLP1R ag
CC(NC(=O)CCc1nnc(Cc2cccc(C(F)(F)F)c2)o1)C1CC1 (configuration not stated)	3	i	24%	x	5%	-15%	-8%	-3%	4%
CCCCN1C(=O)N(c2ccc(Cl)cc2)C(C)(O)CC1(C)C (configuration not stated)	-9	i	8%	2%	-11%	i	u	10%	11%
CC(=O)c1nc(N2C(=O)CC(Cc3cc(C)cc(C)c3)C2=O)sc1C (configuration not stated)	u	i	31%	u	27%	i	1%	-3%	-3%
CC(C)c1ccc(N(CC(=O)NC2CCCCC2)C(=O)CCC(=O)Nc2ccccn2)cc1	-10	i	4%	-10%	-11%	-10%	16%	4%	7%
CCOC(=O)c1ccccc1NC(=O)N(Cc1ccc(C)cc1)Cc1cccn1-c1nnc(N2CCCC2=O)s1	x	x	-6%	9%	6%	-22%	12%	x	x
CCC(=O)N1CCc2cc(S(=O)(=O)CCC(=O)Nc3ccc(C)c(F)c3)ccc21	7	i	19%	0%	-9%	-2%	-4%	0%	1%
CC(C)c1ccc(/C=N/NC(=O)CCNC(=O)c2ccccc2)cc1	-1	i	11%	3%	8%	i	u	3%	16%

An excerpt; the hit share may differ from the screen's.
